mouse EphA4 binding – EphA4 ligand-binding antagonists – biochemical, colorimetric, mouse EphA4, primary screen (AID 689). EphA4-AP binding to KYL peptide, pNPP A405; higher % means a stronger effect. inhibition, % at 10 µM; hits with a dose series show IC50 in µM. actives 0.1% (n = 62,000); in the data active means a potency from the dose series; inactive means the rest, 99 in 100 with inhibition below about 22%
The depositor's hits bear a star. Only part of the results is shown, so the mix of outcomes need not match the whole.

SMILES | mouse EphA4 binding
COc1ccc(C(=O)Cn2c(Br)nc3c2c(=O)n(C)c(=O)n3C)cc1OC | -4%
COc1cc2c(C(=O)N3CCN(C4CCCCC4)CC3)cn(CC(C)C)c(=O)c2cc1OC | -5%
O=C(Nc1ccn(-c2ccccc2)n1)c1ccc(S(=O)(=O)N2CCCCCC2)cc1 | -5%
Cc1ccc(Cl)cc1N1CCN(C(=O)C2CCN(S(=O)(=O)c3c(C)nn(C)c3C)CC2)CC1 | 1%
CN(C(=O)c1coc(=O)c2ccccc12)c1ccc(F)cc1 | -10%
O=C(C1CCC1)N1CCN(Cc2ccccc2)CC1 | -6%
Cc1ccc2c(C)[nH]c(=O)cc2c1 | -7%
O=C(CC(=O)N/N=C/c1ccc(Cl)cc1Cl)NCc1ccccc1 | 14%
C(=C\c1cc(/C=C/c2ccccc2)ncn1)/c1ccccc1 | -9%
CCOC(=O)c1c(C)nc2n(/N=C/c3ccccc3[N+](=O)[O-])c3ccccc3n12 | -3%
CCn1nc(C(=O)NCCc2ccc(S(N)(=O)=O)cc2)c2ccccc2c1=O | 0%
O=C(C1CCN(S(=O)(=O)N2CCOCC2)CC1)N1CCN(c2ccccc2)CC1 | -7%
CC(C)C(=O)NCCn1ccc2ccccc21 | -11%
C=CCn1c(N)c(C(=O)OCCC)c2nc3ccccc3nc21 | 5%
CC1(C)CC(=O)C=C(Nc2ccccc2NC(=O)c2cnccn2)C1 | -13%
N#CC1=C(N)N(c2ccccc2)C(c2ccccc2)C1(C#N)C#N (stereo unspecified) | 3%
Cc1sc2c(c1C)c(=O)n(-c1ccc(F)cc1)c(=O)n2CC(=O)NCc1ccco1 | -20%
O=C(Cc1ccccc1)N[C@H](c1ccccc1)P(=O)(O)CO | -5%
[O-][N+]12CCN(CC1)c1ccccc12 | -8%
O=C(c1c(F)cccc1F)N1CCN(c2ccccc2F)CC1 | 1%
CCCS(=O)(=O)N1CCCC(C(=O)NCCCN(C)c2ccccc2)C1 (stereo unspecified) | -8%
O=C(NCCCN1CCCC1)C1CCC(=O)N1C1CCCCC1 (stereo unspecified) | 0%
COc1ccc(C(=O)NCCCNc2ccc([N+](=O)[O-])cc2Cl)cc1OC | 6%
O=C1NC(=O)N(c2ccc(Cl)cc2)C(=O)/C1=C/c1ccc(F)cc1 | -5%
Cc1ccc2c(c1)C1(c3ccccc3)Nc3ccc(C)cc3C1(c1ccccc1)N2 (stereo unspecified) | -11%

Shown field by field: entries from further up
> CCOC(=O)c1c(C)nc2n(/N=C/c3ccccc3[N+](=O)[O-])c3ccccc3n12
  mouse EphA4 binding: -3%

> O=C1NC(=O)N(c2ccc(Cl)cc2)C(=O)/C1=C/c1ccc(F)cc1
  mouse EphA4 binding: -5%

> O=C(CC(=O)N/N=C/c1ccc(Cl)cc1Cl)NCc1ccccc1
  mouse EphA4 binding: 14%

> Cc1ccc(Cl)cc1N1CCN(C(=O)C2CCN(S(=O)(=O)c3c(C)nn(C)c3C)CC2)CC1
  mouse EphA4 binding: 1%

Additional results:
SMILES | mouse EphA4 binding
O=[N+]([O-])c1cc(NS(=O)(=O)Cc2ccccc2)ccc1F | -6%
CC(Sc1nnc(N)s1)c1ccccc1Cl (stereo unspecified) | -8%
Cc1ccc(NC(=O)CS(=O)(=O)c2c[nH]c3ccccc23)c(C)c1 | -17%
CC(=O)Nc1nc(-c2ccc(Br)s2)cs1 | 11%
Cc1cccc(-n2c(N)cc(=O)nc2SCC(=O)Nc2nnc(CC(C)C)s2)c1 | -40%
Cc1ccc(-c2cc(C(F)(F)F)n3nc(C(=O)OC(C)C)cc3n2)cc1 | -10%
O=C(NCc1ccco1)c1ccc(COc2ccccc2Cl)cc1 | -7%
CCNc1nnc(-c2ccccc2OC)s1 | -6%
Cc1ccc(NC(=O)Cn2c(C)cc(C)c(C#N)c2=O)c(Cl)c1 | -8%
NC(=O)CSc1nc(N)c2c3c(sc2n1)CCCCC3 | -19%
CCOC(=O)C1CCCN(C(=O)CCNS(=O)(=O)c2ccc3c(c2)CCC(=O)N3)C1 (stereo unspecified) | -5%
CCCN1C(=O)c2ccccc2NC1c1cccc(F)c1 (stereo unspecified) | -6%
Cc1cccc(OCCNc2cc(Cl)ccc2[N+](=O)[O-])c1 | -10%
COc1ccc2c(C)cc(SCC#N)nc2c1 | 6%
CCOc1ccc(-n2c(=O)[nH]cc(C(=O)N3CCc4ccccc43)c2=O)cc1 | -4%
N#Cc1c(-c2ccccc2)ccn(Cc2ccc(Cl)cc2)c1=O | -3%
COCCNc1ncnc2nc[nH]c12 | -5%
CN(CCCNC(=O)C1CCCN(S(=O)(=O)c2cnc[nH]2)C1)c1ccccc1 (stereo unspecified) | 4%
CCOC(=O)c1[nH]c(C)c(C(=O)c2ccc(C)cc2)c1C | -8%
COc1ccc2c(c1)c1ncnc(N3CCN(Cc4ccc5c(c4)OCO5)CC3)c1n2C | -18%
O=C(c1ccccc1)C(Sc1ccc(Br)cc1)C(=O)c1ccccc1 | -6%
Nc1cc(=O)[nH]c(SCC(=O)Nc2ccc(S(=O)(=O)N3CCOCC3)cc2)n1 | -7%
CC1CCCC(C)N1C(=O)COc1ccc2ccccc2c1 (stereo unspecified) | 10%
CC(C)(C)NCC(=O)c1c[nH]c2ccccc12 | -4%
O=C(N/N=C/c1c(Cl)cccc1Cl)c1cccc(F)c1 | -14%

The listing continues.
SMILES | mouse EphA4 binding
Cc1occc1-c1nnc(SCc2nc3ccccc3c(=O)n2CC#N)n1C | -9%
Cc1ccc(C)c(S(=O)(=O)Nc2ccc3oc4c(c3c2)C(=O)CCC4)c1 | -3%
CCN(c1ccccc1)S(=O)(=O)c1ccc(C(=O)Nc2nnc(COC)o2)cc1 | -15%
CN(Cc1ccccc1)c1nc(N)c([N+](=O)[O-])c(Nc2cccc(F)c2)n1 | 8%
COc1ccc(S(=O)(=O)c2c(N)n(Cc3ccco3)c3nc4ccccc4nc23)cc1 | -7%
N/C(=N\OC(=O)CC1CCCCC1)c1cccnc1 | -16%
Cc1ccccc1OCC(=O)Nc1cccc(-c2nc3ccccc3[nH]2)c1 | 5%
CC(=O)Nc1ccc(S(=O)(=O)c2c(N)n(CCN3CCOCC3)c3nc4ccccc4nc23)cc1 | 4%
Cc1cc(C)nc(NC(=O)Nc2ccccc2C(F)(F)F)n1 | -1%
COc1ccc(NC(=O)CN(c2cccc(C(F)(F)F)c2)S(C)(=O)=O)c(OC)c1 | -8%
CC(=O)C1=C(O)C(=O)N(CO)C1c1ccccc1F (stereo unspecified) | -33%
N#Cc1c(Oc2ccc3ccccc3c2)sc(C(=O)c2ccccc2)c1N | -1%
Cc1cccc(/C=C2/SC(=S)N(C)C2=O)c1 | -2%
COc1cc(C(=O)Nc2ccc(-c3nnc(-c4ccco4)o3)cc2)cc(OC)c1OC | -6%
Cc1ccc(NC(=O)CC2Oc3ccccc3NC2=O)c(C)c1 (stereo unspecified) | -8%
O=C(CN1CCN(c2ccc(F)cc2)CC1)NCC1CCCO1 (stereo unspecified) | -12%
O=C(CCn1c(=O)oc2ccccc21)n1c(=O)oc2ccccc21 | -1%
CC(=O)Nc1nnc(-c2ccc3c(c2)CCCC3)o1 | -13%
CCOc1ccc(-n2c(Cc3cc(=O)[nH]c(=O)[nH]3)nnc2SC(C)C(=O)OC)cc1 (stereo unspecified) | 0%
CCOC(=O)c1c(-c2ccccc2)csc1NC(=O)CSc1nnnn1C | 5%
CCOC(=O)C1=C(c2ccccc2)NC(=S)NC1C (stereo unspecified) | -12%
Cc1ccccc1-c1nc2cc(NC(=O)c3ccccc3[N+](=O)[O-])ccc2o1 | 2%
CCCS(=O)(=O)N1CCCC(C(=O)NCCCN2CCCC2=O)C1 (stereo unspecified) | -14%
Cc1ccc2nc(NC(=O)CCNS(=O)(=O)c3ccc(Br)s3)sc2c1 | -18%
COC(=O)C1=C(C)NC(C)=C(C(=O)OC)C1c1ccc(OCC(N)=O)cc1 | 6%

Continuation.
SMILES | mouse EphA4 binding
N#Cc1cc(C(=O)c2cc(Cl)ccc2O)cn(CC2CCCO2)c1=O (stereo unspecified) | 9%
Cc1ncsc1C(=O)Nc1nc2c(s1)CCCC2 | 2%
CCOC(=O)c1c(N)sc(C(=O)Nc2cccc(OC)c2)c1C | 1%
CN(C)S(=O)(=O)c1cccc(CSc2cccc[n+]2[O-])c1 | -21%
O=C(Nc1ccccc1C(=O)N1CCN(Cc2ccccc2)CC1)c1ccc([N+](=O)[O-])cc1 | -6%
O=C(c1ccc2c(c1)OCO2)N1CCN(c2ccc(F)cc2)CC1 | -10%
CCN(CC)CCCn1c(=S)[nH]c2ncccc2c1=O | 3%
Cc1ccc2c(c1)C=CC(C)N2C(=O)c1ccccc1 (stereo unspecified) | -14%
COc1cccc(OCc2cc(/C=N/NC(=O)c3ccn[nH]3)ccc2OC)c1 | -3%
O=C(Cc1ccc(Cl)cc1)Nc1ccc(-c2nnc(-c3ccco3)o2)cc1 | -10%
CCOc1ccc2cc(S(=O)(=O)N3CCC(C)CC3)ccc2c1 | -5%
COc1ccc(C(=O)N2CCN(S(C)(=O)=O)CC2)cc1 | -1%
Cc1ccnc(NS(=O)(=O)c2cccc3nsnc23)c1 | -12%
O=C(Nc1ncc(Cc2ccc(SC(F)F)cc2)s1)c1ccccc1 | -5%
Cc1ccn(CC(=O)O)c(=O)c1 | -15%
Oc1ccc(Br)cc1CN1CCN(Cc2ccccn2)CC1 | -14%
CCOC(=O)n1c(SCC(N)=O)nc2ccccc21 | 1%
COc1ccc(C(=O)Oc2cc(/C=N/NC(N)=S)ccc2OC)cc1 | -16%
Fc1ccc(-c2cc3nc(-c4ccccc4)cc(N4CCN(CCN5CCOCC5)CC4)n3n2)cc1 | -20%
COc1cccc(C2c3c(oc4ccccc4c3=O)C(=O)N2CCCN(C)C)c1OC (stereo unspecified) | 12%
O=c1c(C(c2ccc(O)cc2)c2c(O)nc3n(c2=O)CCS3)c(O)nc2n1CCS2 | -6%
Cc1ccc(C)c(NC(=O)c2nnn(Cc3ccccc3)c2N)c1 | -12%
CCCC(=O)Nc1nnc(CCN2CCCCC2)s1 | -16%
COC(=O)c1sccc1N/N=C(\C)c1ccc(F)c(Cl)c1 | -1%
O=C(O)CCCC(=O)Nc1ccc(Br)cc1 | -10%

The list continues.
SMILES | mouse EphA4 binding
CN(C)S(=O)(=O)c1ccc(/C(O)=C2/C(=O)C(=O)N(Cc3cccnc3)C2c2ccncc2)cc1 (stereo unspecified) | -9%
O=C(Nc1nc(-c2ccccc2)cs1)c1cccc([N+](=O)[O-])c1 | -12%
Cc1cccc(-n2c(N)c(C(=O)N3CCN(C)CC3)sc2=S)c1 | -6%
CC(C)(C)C(=O)Nc1ccc(C(=O)Nc2cccc(I)c2)cc1 | -2%
COc1ccc(CN2C(=O)CN(C3CCCCCC3)C(=O)C2c2ccc(F)cc2)cc1 (stereo unspecified) | -10%
CC(C)(C)C1(O)CC(c2ccccc2)=NO1 (stereo unspecified) | -7%
COCCCNC(=O)Cn1nnc(-c2ccccc2NC(=O)c2ccccc2F)n1 | -1%
CC(C)(C)NC(=O)/C(=C\c1ccc(Br)cc1)NC(=O)c1cccs1 | -10%
Cc1ccc(OCC(=O)Nc2ccc(S(=O)(=O)Nc3onc(C)c3C)cc2)cc1 | -15%
CCOc1ccc(C(C)=O)cc1N1C(=O)C2C3C=CC(C3=C(C)C)C2C1=O (stereo unspecified) | -11%
COc1ccc2cc3cc(C(=O)Nc4ccc5c(c4)OCCO5)oc3nc2c1 | -4%
CN(C)CCNC(=O)c1ccc2c(c1)N(Cc1ccc(F)cc1)CCS2 | -20%
CN1CCN(CCCNC(=O)C2CCN(c3nnc(-n4cccc4)s3)CC2)CC1 | -8%
CC(=O)NC(CCS(C)(=O)=O)C(=O)Nc1ccc(C)c(F)c1 (stereo unspecified) | -3%
O=C(O)C1C2C=CC(C2)C1C(=O)OC1CC2CCC1C2 (stereo unspecified) | 5%
CC(=O)NCCn1c(SCC#N)nc2ccccc2c1=O | -8%
CC(=O)NCc1c(Cl)cccc1-n1cccc1 | 0%
O=C(Nc1nccs1)c1cc(S(=O)(=O)N2CCOCC2)c(Cl)cc1Cl | -5%
Cc1ccc(CC2C(=O)N(c3ncccn3)C(=O)C2C)cc1 (stereo unspecified) | -23%
O=C(O)c1cnn2c(C(F)F)cc(C3CC3)nc12 | -8%
CC(CC1CC(C)(C)OC1=O)C(=O)Nc1nncs1 (stereo unspecified) | -6%
COc1ccc(C(C#N)Nc2ccccc2)cc1 (stereo unspecified) | -1%
NC(=O)C1CCN(C(=O)CSCc2ccccc2Cl)CC1 | -6%
O=C(CCn1cccc1)NCc1ccc(Cl)cc1 | -13%
CN(C)CCCN1C(=O)C(O)=C(C(=O)c2cc3ccccc3o2)C1c1ccccc1 (stereo unspecified) | -18%
O=C(CCS(=O)(=O)c1ccc(Br)s1)NCc1cccs1 | -4%
O=C(O)CC1S/C(=N/N=C/c2ccc([N+](=O)[O-])cc2)N(c2ccc(O)cc2)C1=O (stereo unspecified) | -1%
O=C(Cn1c(=O)oc2ccccc21)N(Cc1ccccc1)C1CCS(=O)(=O)C1 (stereo unspecified) | -1%
CCNc1nc2c(c(=O)n(Cc3ccccc3)c(=O)n2C)n1Cc1ccccc1 | 5%
COc1cc2c(cc1NC(=O)CSc1nnc(COc3ccc(Cl)cc3)n1C)oc1ccccc12 | 0%

Part of the list above, set out differently.
| mouse EphA4 binding | Compound |
| --- | --- |
| 12% | COc1cccc(C2c3c(oc4ccccc4c3=O)C(=O)N2CCCN(C)C)c1OC (stereo unspecified) |
| -6% | O=c1c(C(c2ccc(O)cc2)c2c(O)nc3n(c2=O)CCS3)c(O)nc2n1CCS2 |

Quoted at random: 2 entries already listed.
SMILES | mouse EphA4 binding
Cc1ccc(CC2C(=O)N(c3ncccn3)C(=O)C2C)cc1 (stereo unspecified) | -23%
COc1ccc(C(C#N)Nc2ccccc2)cc1 (stereo unspecified) | -1%

High-throughput results as filed in PubChem.
